Assay outcomes as filed in PubChem BioAssay.
DSG3 Ab inh: inhibitors of pemphigus antibody binding to DSG3, primary screen, biochemical, bead-based, flow cytometry, scFv-GFP; AID 588358, 2011; DSG3-coupled beads, scFv-anti-DSG3-GFP binding; stronger effect = lower value; hit rate 0.48% among 310,000; Desmoglein-3 (Homo sapiens), P32926; binding (percent of control), % at 10 µM;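 active means binding more than 3 SD below its plate's average and above zero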; further: some compounds called inactive have numbers as strong as hits
CAL PDZ FP-1: untagged CAL PDZ binding inhibitors, primary screen, biochemical, fluorescence polarization, HTS; Golgi-associated PDZ and coiled-coil motif-containing protein (Homo sapiens), Q9HD26; purified CAL PDZ, TMR-peptide fluorescence polarization, 1 h; inhibition, % at 24.9 µM; hit rate 0.92% among 300,000; AID 602252, 2012;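 active means mean inhibition of at least 30% with at least half of replicates also reaching 30%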;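 further: 0% = DMSO neutral control and 100% = excess unlabeled competitor peptide PRC23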
Cardiac RTF inh: cardiac RTF calcium sensitivity inhibitors, primary screen, biochemical, IANBD-TnC fluorescence, EC70 calcium; IANBD-labeled cardiac RTF, Ca2+ fluorescence; Troponin I, cardiac muscle (Homo sapiens) + Troponin T, cardiac muscle (Homo sapiens) + …; inhibition, % at 7.15 µM; hit rate 0.12% among 340,000; AID 493244, 2011;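 active means inhibition above the mean inhibition of all tested compounds plus 3 SD, cut at about 17% in these data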;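 further: assay run at fixed EC70 calcium of 1.6 mM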
Keap1-Nrf2 PPI: Keap1-Nrf2 protein-protein interaction inhibitors, primary screen, biochemical, fluorescence polarization, single point; Kelch-like ECH-associated protein 1 (Homo sapiens), Q14145; Keap1 Kelch-Nrf2 peptide fluorescence polarization, 1536-well; inhibition, % at 9.4 µM; hit rate 0.15% among 340,000; in the data active means inhibition above about 12%;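 further: human Keap1 Kelch domain with fluorescein labeled Nrf2 9mer peptide probe; 0% = neutral control wells and 100% = peptide positive control; higher means more block of Keap1 binding to Nrf2 peptide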
CAL PDZ FP-2: CAL PDZ peptide-binding inhibitors, primary screen, biochemical, fluorescence polarization, Cer-tagged CAL PDZ, HTS; Golgi-associated PDZ and coiled-coil motif-containing protein (Homo sapiens), Q9HD26; purified CAL PDZ, TMR-peptide fluorescence polarization, 1 h; inhibition, % at 20 µM; hit rate 0.02% among 330,000; AID 504414, 2011;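 active means highest replicate inhibition of at least 40%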;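 further: plate controls were DMSO neutral control wells for no effect and unlabeled competitor peptide control wells for full effect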
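Material: tagged CAL PDZ domain; buffer or medium: 25 mM sodium phosphate pH 7.4, 150 mM NaCl, TCEP, IgG, Thesit; compound dosing: single point, 20 µM; schedule: 1 h incubation at room temperature before polarization reading; measured by: FP readout, S and P plane fluorescence; read-out basis: percent inhibition from loss of millipolarization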
LANA DNA inh: inhibitors of KSHV C-LANA binding to DNA, primary screen, biochemical, fluorescence polarization, FAM-LBS DNA, MBP-C-LANA, single point | Kaposi's sarcoma herpesvirus LANA C-terminal domain (residues 932-1162) DNA binding | hit rate 0.078% among 340,000 | inhibition, % at 9 µM;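 active means highest replicate inhibition at or above 60% at 9 µM, even if other replicates fall short; inactive means all replicates below 60% inhibition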;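 further: 0% = neutral control wells and 100% = 4 µM acridine orange control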
NSD2 HMT inh: NSD2 histone methyltransferase inhibitors, primary screen, biochemical, AlphaScreen, single concentration, set 2; hit rate 0.54% among 310,000; inhibition, % at 12.5 µM; NSD2 peptide methylation, 120 min; in the data active means inhibition above about 50%
V-ATPase pHluor: regulators of yeast V-ATPase proton pumping, primary screen, pHLuorin cytosolic pH fluorescence; S. cerevisiae; AID 504577, 2011; hit rate 0.37% among 350,000; response, % at 10 µM; in the data active means response mostly above about 7.3%, no sharp cut-off; inactive means mostly below about 5.4%; further: actives read high; inactives centre near 0; some compounds called inactive have numbers as strong as hits; reference of the scale not given here
DAGLB inh: DAGLB lipase inhibitors, primary screen, biochemical, fluorescence, HTS; Diacylglycerol lipase-beta (Homo sapiens), Q8NCG7; HEK293T DAGLB membrane lysate, EnzChek fluorogenic substrate; AID 504411, 2011; inhibition, % at 5.17 µM; hit rate 0.059% among 340,000; in the data active means inhibition above about 34%;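 further: 0% = enzyme with vehicle and 100% = wells lacking enzyme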
Target sequence (Q8NCG7 whole entry, looked up): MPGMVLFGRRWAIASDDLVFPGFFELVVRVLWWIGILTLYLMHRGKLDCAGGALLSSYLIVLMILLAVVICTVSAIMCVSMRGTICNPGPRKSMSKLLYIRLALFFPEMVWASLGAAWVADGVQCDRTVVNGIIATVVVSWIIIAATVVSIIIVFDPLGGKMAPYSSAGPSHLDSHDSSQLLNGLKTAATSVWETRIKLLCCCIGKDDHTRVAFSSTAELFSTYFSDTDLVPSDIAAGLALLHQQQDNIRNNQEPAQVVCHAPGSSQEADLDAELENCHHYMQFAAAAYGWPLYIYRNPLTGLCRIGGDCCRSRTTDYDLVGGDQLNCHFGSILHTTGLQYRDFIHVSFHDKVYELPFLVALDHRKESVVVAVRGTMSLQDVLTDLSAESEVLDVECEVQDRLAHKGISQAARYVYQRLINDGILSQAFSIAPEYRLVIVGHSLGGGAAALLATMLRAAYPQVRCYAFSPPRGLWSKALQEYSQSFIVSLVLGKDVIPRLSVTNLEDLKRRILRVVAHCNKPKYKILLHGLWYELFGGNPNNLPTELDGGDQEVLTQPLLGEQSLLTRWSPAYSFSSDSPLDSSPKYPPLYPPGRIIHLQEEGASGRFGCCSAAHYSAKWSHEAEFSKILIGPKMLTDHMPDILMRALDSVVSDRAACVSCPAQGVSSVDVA
Arrestin-AP2 inh: inhibitors of beta-arrestin/AP2 binding, primary screen, biochemical, GPCR trafficking, flow cytometry; beta-arrestin 1 C-terminal peptide binding to AP2 beta2-adaptin appendage (human); hit rate 0.31% among 340,000; FITC-arrestin peptide / GST-AP2 beads; AP2 beta2 appendage carries R879A mutation; inhibition, % at 10 µM;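 active means inhibition above a set limit, near 3 SD of compounds lacking own fluorescence, cut at about 54% in these data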;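 further: plate controls were DMSO wells for no effect and 5 µM unlabelled arrestin peptide for full effect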
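Material – AP2 appendage R879A on GSH beads · Buffer or medium – PBS with 0.05% Tween 20 and 0.1% BSA · Probe or stimulus – fluorescein-tagged arrestin peptide at 50 nM final · Incubation – compound with beads 12 min RT, then probe 1 h RT · Detection – high-throughput flow cytometry of beads, ex 488, em 535 nm · Evaluation – percent response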
* hit, by the source's call; . = not tested or not shown.

SMILES	DSG3 Ab inh	CAL PDZ FP-1	Cardiac RTF inh	Keap1-Nrf2 PPI	CAL PDZ FP-2	LANA DNA inh	NSD2 HMT inh	V-ATPase pHluor	DAGLB inh	Arrestin-AP2 inh
CCOC(=O)c1c(/N=C/N(C)C)sc(C)c1C	100	.	-11	-5	-1.1	1.3	1	2	-3	13
CN(C)N=Nc1ccc(S(=O)(=O)NC(Cc2ccccc2)C(=O)O)cc1 (centres undefined)	95	-3	-3	-2	.	-0.3	-2	0	-1	33
CSC1=NSC2=NC(=O)/C(=C\c3coc4ccccc4c3=O)C(=N)N12	.	-2	-143	-75	-0.5	12	74*	3	-81	1
O=c1c2ccccc2c(-c2ccccc2)nn1-c1ccc(Cl)c(Cl)c1	103	1	2	3	-0.8	0.0	-4	0	-6	5
CCN(CC(=O)NCc1cccs1)C(=O)c1ccc(S(=O)(=O)Nc2ccccc2OC)cc1	100	-2	-8	1	-1.2	-0.7	3	-3	0	10
Cc1ccc2nc(NC(=O)CN3C(=O)NC4(CCCC4)C3=O)sc2c1	103	-2	-8	.	-2.0	.	-1	-4	3	-15
O=C(c1cccc(F)c1)N1CCCc2ccccc21	112	-4	2	4	29	14	-2	-2	-1	-19
NS(=O)(=O)c1ccc(CCNC(c2ccccc2)c2ccccc2)cc1	110	-3	3	-1	-1.4	-0.8	5	-3	-4	30
COc1ccc(CNC(=O)CN2C(=O)NC3(CCCc4sccc43)C2=O)cc1OC (centres undefined)	91	-3	3	1	-0.6	-1.7	-7	-3	2	-9
CCOC(=O)CSC1=C(C#N)C(c2ccccc2)C(C(C)=O)=C(C)N1 (centres undefined)	104	1	-11	0	-1.4	1.9	-8	1	-2	18
Cc1ccnc(NC(=O)C2CCN(S(=O)(=O)c3ccc(C)c(C)c3)CC2)c1	101	-4	2	-1	-3.2	0.9	3	3	-1	0
COc1ccc(C2C(C(=O)NCC3CCCO3)CCC(=O)N2c2ccc3c(c2)OCO3)cc1 (centres undefined)	107	-4	-2	0	-2.8	1.3	-7	2	-1	-3
O=C(NCc1ccccc1)c1ccc2c(c1)S(=O)(=O)c1cc(Cl)ccc1C2=O	101	-5	0	1	0.4	1.2	.	0	-5	31
COc1ccc(SC[C@H](CC(C)C)N2CCN(CCc3ccccc3)CCC2=O)cc1	115	4	-6	-4	-1.7	-0.9	.	4	-11	9
O=c1c(OCc2ccccc2)cccn1Cc1ccccc1	105	.	.	.	.	.	2	2	-2	.
Cc1nc2ccccc2n(CC(=O)Nc2cc(Cl)cc(Cl)c2)c1=O	88	.	-5	-2	-0.2	3.9	-4	3	-5	-7
COc1ccc(/C=N/NC(=O)c2nn(-c3ccccc3)c(=O)c3c(N)scc23)cc1	.	-3	5	3	1.2	2.6	100*	2	2	-1
Cc1ccc(S(=O)(=O)CCc2nnc(NC(=O)c3ccco3)s2)cc1	104	-1	-4	-3	-2.1	1.9	-5	-3	-1	8
Cc1ccc2c(c1)C1(OCCCO1)C(=O)N2	113	.	-2	-2	-0.2	-0.3	1	1	0	7
C/C(=N\NC(=O)c1cccc2ccccc12)c1cccnc1	102	1	-7	0	-2.7	1.3	-1	2	1	-8
O=C(Cn1cnc2ccccc2c1=O)NNC(=O)c1cccc([N+](=O)[O-])c1	.	3	-3	-1	1.5	1.7	-2	4	0	12
COc1ccc(-c2c(C)oc3c(CN4CCOCC4)c(O)ccc3c2=O)cc1OC	94	-4	-4	-3	-0.5	0.3	0	-2	-5	10
COc1ccc(OC)c(/C=N/n2c(COc3ccccc3)n[nH]c2=S)c1	99	-5	-1	-6	-0.3	-0.4	-1	3	3	-3
CCn1c(CSc2nc3ccccc3[nH]2)nc2cc(C(=O)O)ccc21	111	-3	-22	3	-0.4	4.5	3	0	-2	5
CCOc1ccc(CCNC(=O)c2cccc(S(=O)(=O)N3CCN(C(C)=O)CC3)c2)cc1OCC	98	-4	-8	-6	-1.3	-0.3	0	-4	2	28
COc1ccc(NS(=O)(=O)c2cc(C(=O)Nc3ccccc3C(=O)O)ccc2C)cc1	120	-7	-3	-3	-2.1	-1.6	3	5	2	18
O=C(N/N=C/C=C/c1ccccc1)c1ccccn1	.	-1	4	0	-0.7	0.0	4	0	-5	36
COc1cc(CNc2ncc(-c3ccc(Cl)cc3)n2C)cc(OC)c1OC	116	-2	-3	-6	-0.3	-1.5	11	0	1	7
O=c1[nH]c2ccccc2cc1-c1noc(-c2cccnc2)n1	104	1	-7	-4	-2.5	0.9	0	-2	2	-8
CCOc1ccccc1NC(C)C(=O)Nc1cc(C(F)(F)F)ccc1N1CCOCC1 (centres undefined)	.	-2	2	-1	-0.2	-0.1	0	5	-7	30
O=C(Nc1cccc(C(F)(F)F)c1)C1(c2ccccc2)CC1	91	-4	-9	0	-2.0	-0.9	-3	0	-7	-5
COc1ccc(Br)c(OC)c1C(=O)NC(=O)Nc1c(F)cccc1F	100	-1	0	-2	-0.2	0.5	-4	-2	3	2
CCOC(=O)C1C(O)=CC(=O)CC1c1ccccc1 (centres undefined)	99	-1	-2	2	0.8	0.2	.	1	7	-1
O=S1(=O)[C@H]2C[C@@H]3C=C[C@@]2(CN1Cc1ccccc1F)O3	97	0	1	0	0.4	-2.4	.	-5	-2	8
COc1ccccc1Oc1c(C)oc2c(CN3CCOCC3)c(O)ccc2c1=O	103	-2	0	-4	-2.3	-2.0	-2	1	0	16
COC1CCCN(C(=O)c2cccc(OC3CCN(S(=O)(=O)N(C)C)CC3)c2)C1 (centres undefined)	.	1	-3	1	-0.4	-1.0	-3	1	1	2
Cc1cc2oc(=O)cc(CN3CCCCC3C)c2cc1C(C)C (centres undefined)	103	0	-16	-2	-1.9	-1.1	5	3	-5	7
C[C@@H]1ON(C)[C@H]2C[C@H]3c4cc(N5CCN(C)CC5)ccc4CCN3C(=O)[C@@H]12	100	12	-2	1	0.3	-0.9	.	2	-1	9
O=C(Nc1cccc([N+](=O)[O-])c1)NC1CCS(=O)(=O)C1 (centres undefined)	107	-2	-5	-6	-0.4	-2.3	2	0	-1	3
O=C(NCc1ccco1)/C(=C\c1ccco1)NC(=O)c1cccs1	105	-2	5	0	-3.0	-1.1	-2	3	2	-15

Part of the list above in order of SMILES length, descending.
SMILES	DSG3 Ab inh	CAL PDZ FP-1	Cardiac RTF inh	Keap1-Nrf2 PPI	CAL PDZ FP-2	LANA DNA inh	NSD2 HMT inh	V-ATPase pHluor	DAGLB inh	Arrestin-AP2 inh
COc1ccc(NS(=O)(=O)c2cc(C(=O)Nc3ccccc3C(=O)O)ccc2C)cc1	120	-7	-3	-3	-2.1	-1.6	3	5	2	18
COc1ccc(CNC(=O)CN2C(=O)NC3(CCCc4sccc43)C2=O)cc1OC (centres undefined)	91	-3	3	1	-0.6	-1.7	-7	-3	2	-9
CSC1=NSC2=NC(=O)/C(=C\c3coc4ccccc4c3=O)C(=N)N12	.	-2	-143	-75	-0.5	12	74*	3	-81	1
CN(C)N=Nc1ccc(S(=O)(=O)NC(Cc2ccccc2)C(=O)O)cc1 (centres undefined)	95	-3	-3	-2	.	-0.3	-2	0	-1	33
Cc1ccc2nc(NC(=O)CN3C(=O)NC4(CCCC4)C3=O)sc2c1	103	-2	-8	.	-2.0	.	-1	-4	3	-15
Cc1nc2ccccc2n(CC(=O)Nc2cc(Cl)cc(Cl)c2)c1=O	88	.	-5	-2	-0.2	3.9	-4	3	-5	-7
CCOC(=O)C1C(O)=CC(=O)CC1c1ccccc1 (centres undefined)	99	-1	-2	2	0.8	0.2	.	1	7	-1
O=C(N/N=C/C=C/c1ccccc1)c1ccccn1	.	-1	4	0	-0.7	0.0	4	0	-5	36
Cc1ccc2c(c1)C1(OCCCO1)C(=O)N2	113	.	-2	-2	-0.2	-0.3	1	1	0	7

Next section:
SMILES	DSG3 Ab inh	CAL PDZ FP-1	Cardiac RTF inh	Keap1-Nrf2 PPI	CAL PDZ FP-2	LANA DNA inh	NSD2 HMT inh	V-ATPase pHluor	DAGLB inh	Arrestin-AP2 inh
Cc1cccc(Oc2coc3cc(O)ccc3c2=O)c1	92	0	-16	3	-0.3	-0.9	-1	-7	-1	39
Cn1cc(Cl)c(-c2n[nH]c(=S)n2-c2ccc(F)cc2)n1	97	1	4	1	-1.0	-6.7	-4	2	-5	-10
O=C(Cc1ccccc1)Nc1cccnc1	104	0	1	-4	-0.7	-0.2	26	8	1	6
Nc1nncn1C(=O)CCCOc1ccc(Cl)cc1Cl	103	.	-10	-2	-0.6	0.8	-1	6	-1	-7
CCC(Sc1nncn1C)C(=O)Nc1cc(C)on1 (centres undefined)	103	-3	-6	-1	0.2	-0.4	-3	0	2	-15
O=C(CC1C(=O)NCCN1Cc1cccc(F)c1)NC1CCC1 (centres undefined)	101	1	-9	4	0.3	1.1	-1	-8	-5	3
Cn1c(Cn2cnc([N+](=O)[O-])n2)nnc1SCC(=O)Nc1cccc(Cl)c1	114	-2	-40	-2	0.2	-0.2	28	7	0	-9
CCCCCOC(=O)C1=C(C)NC(=O)NC1c1ccc(OC)cc1 (centres undefined)	113	-5	-5	-6	9.3	-0.6	2	2	2	2
CCCCNC(=O)CSc1nnc(-c2c[nH]c3ccccc23)n1CC1CCCO1 (centres undefined)	97	.	-4	-1	-1.2	1.2	29	-2	0	27
CC(=O)N1CCc2nc3ccccc3cc21	103	.	.	.	.	.	-1	-1	-9	.
Cc1ccccc1CSCCNC(=O)Nc1ccccc1	91	-5	-5	-4	-2.0	0.1	-1	3	-7	4

Only part of the results is shown; the hit share may differ from the screen's.
